# From PubChem BioAssay
# Menin MLL FP TR – inhibitors of human menin-MLL interaction, mutant MLL peptide. 0.23% of 270,000 active. Potency, µM (top dose mostly 61.6 µM), without a hit: top-dose FP activity change, negative = inhibition, usual class: inhibitors. O00255. Menin + Texas Red MLL mutant peptide, fluorescence polarization; active = well fitted inhibition curve with a large enough effect in the polarisation, with a control signal flat, not every such curve was filed as active; inconclusive = small, poorly fitted or top-dose-only effect, or effect the other way, or a change in a side signal; inactive = no such curve, though single readings can be large or run the other way; the % refers to the polarisation; note: % of control where 0% means no effect; many of its hits are not listed in these tables
# Target sequence (O00255 whole entry, looked up): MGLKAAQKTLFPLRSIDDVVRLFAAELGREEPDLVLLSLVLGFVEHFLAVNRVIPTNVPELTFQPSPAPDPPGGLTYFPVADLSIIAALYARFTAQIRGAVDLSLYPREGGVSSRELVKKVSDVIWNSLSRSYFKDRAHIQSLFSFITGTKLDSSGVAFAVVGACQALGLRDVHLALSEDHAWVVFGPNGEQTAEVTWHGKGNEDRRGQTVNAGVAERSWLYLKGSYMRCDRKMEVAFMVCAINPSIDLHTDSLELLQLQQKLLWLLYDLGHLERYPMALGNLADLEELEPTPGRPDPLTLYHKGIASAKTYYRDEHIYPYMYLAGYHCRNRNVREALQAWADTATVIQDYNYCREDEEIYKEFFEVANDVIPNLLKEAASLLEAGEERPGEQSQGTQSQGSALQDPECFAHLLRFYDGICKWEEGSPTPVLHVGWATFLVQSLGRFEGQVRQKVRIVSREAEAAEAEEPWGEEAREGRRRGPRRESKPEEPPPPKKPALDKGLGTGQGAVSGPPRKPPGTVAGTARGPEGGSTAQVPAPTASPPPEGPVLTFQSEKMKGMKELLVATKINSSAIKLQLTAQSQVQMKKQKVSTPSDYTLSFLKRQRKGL
# * = called active by the depositor; ? = inconclusive; & = joins results of further samples; [ ] = remark or other dose. Potency is the fitted concentration of half-maximal effect. Not all compounds are listed, so the mix of outcomes need not match the whole.
SMILES,Menin MLL FP TR
CC(C)C[C@@H](C(=O)N[C@@H](Cc1c[nH]c2ccccc12)C(N)=O)N1C[C@]2(CCCN2C(=O)[C@H](Cc2ccccc2)NC(=O)[C@H](Cc2ccccc2)NC(=O)[C@H](CCC(N)=O)NC(=O)[C@H](CCC(N)=O)NC(=O)[C@@H]2CCCN2C(=O)[C@H](CCCCN)NC(=O)[C@@H]2CCCN2C(=O)[C@@H](N)CCCNC(=N)N)CC1=O,-17%
O=C(c1csnn1)N1CCC[C@@]2(CCN(c3ncccn3)C2)C1,10%
O=S(=O)(c1ccccc1)N1CCC2(CCCN(Cc3nccs3)C2)CC1,-13%
COCCNc1ccnc(-c2ccccc2C)n1,-5%
CO[C@H]1COC(=O)[C@H](C)NC(=O)C/C=C\[C@@H](C)[C@H](OC)COC(=O)C/C=C\[C@@H]1C,-3%[11.7 µM]
C=C1CCC2C(C)(CO)C(O)CCC2(C)C1C/C=C1\C(=O)OCC1O (stereo not given),-5%[24.8 µM]
COC(=O)NC(CC(C)=O)c1cccc(C(F)(F)F)c1 (stereo not given),-19%[11.7 µM]
COC(=O)CC1C2(C)CC34OC5(C)O[C@@]6(C7/C(=C(/O)C(C)C)C(=O)OC(c8ccoc8)[C@]7(C)C(OC(C)=O)C(OC(C)=O)[C@]6(O5)[C@@]13C)C(OC(C)=O)[C@]4(O)C2OC(=O)C(C)C (stereo not given in full),20%
CC(=O)N1CCC2(CC1)CCN(C(=O)Nc1cccc(F)c1)CC2,5%
CC(C)[C@H](NC(=O)OC(C)(C)C)[C@@H](O)CC(=O)C(C)(C)C,3%[11.7 µM]
CCOC(=O)NCCOc1ccc(Oc2ccccc2)cc1,-16%
CCN1CCN(C(=O)N[C@H](C(=O)N[C@@H]2C(=O)N3[C@@H]2SC(C)(C)[C@@H]3C(=O)O)c2ccccc2)C(=O)C1=O,-13%[24.8 µM]

# Reprinted from the part before: three entries, followed by the next part.
SMILES,Menin MLL FP TR
CC(C)[C@H](NC(=O)OC(C)(C)C)[C@@H](O)CC(=O)C(C)(C)C,3%[11.7 µM]
CCOC(=O)NCCOc1ccc(Oc2ccccc2)cc1,-16%
CCN1CCN(C(=O)N[C@H](C(=O)N[C@@H]2C(=O)N3[C@@H]2SC(C)(C)[C@@H]3C(=O)O)c2ccccc2)C(=O)C1=O,-13%[24.8 µM]
CNc1cc2c(Nc3cccc(Br)c3)ncnc2cn1,?
CCCCNC(=O)NS(=O)(=O)c1ccc(C(=O)O)cc1,0%
CC1CC=CC2C1C(=O)N(Cc1ccccc1)C2c1ccc(-c2ccoc2)cc1F (stereo not given),?
CCCCCCCCOc1ccc(C(=O)c2ccccc2)c(O)c1,-2%
CS(=O)(=O)N1CCC2(CC1)CN(C(=O)Nc1cccc(F)c1)C2,14%
CC(=O)O[C@H]1C[C@@H]2CCC3C(CC[C@@]4(C)[C@H]3C[C@H]([N+]3(C)CCCCC3)[C@@H]4OC(C)=O)[C@@]2(C)C[C@@H]1[N+]1(C)CCCCC1 (stereo not given in full),-2%
COc1ccc(C2CC(c3ccccc3)Oc3cc(C)cc(C)c32)cc1 (stereo not given),18%&-10%
CCC(C)C(=O)OC1CC(O)C=C2C=CC(C)C(CCC(O)CC(O)CC(=O)O)C21 (stereo not given),1%
COCCn1c(=O)c(CCc2ccccc2)nc2cnc(Nc3ccccc3)nc21,0%
COc1ccccc1-c1ccc2ncnc(N(C)Cc3ccco3)c2c1,-22%
CC(=O)C1(O)Cc2c(O)c3c(c(O)c2C(OC2CC(N)C(O)C(C)O2)C1)C(=O)c1c(O)cccc1C3=O (stereo not given),?
CC1(O)CC2C(CC1O)C2(C)C (stereo not given),-4%
NCCCC(N)CC(=O)NC1CNC(=O)C(C2CC(O)N=C(N)N2)NC(=O)/C(=C/NC(N)=O)NC(=O)C(CO)NC(=O)C(CO)NC1=O (stereo not given),-7%
CC(=O)OC1CCC2(C)C3=C(CCC2C1(C)C)[C@@]1(C)CCC(C(C)CCC=C(C)C)[C@@]1(C)CC3 (stereo not given in full),-18%
COC(=O)N[C@@H](c1cccc(C)c1)[C@@H](C)[N+](=O)[O-],-4%
CCOC(=O)C(=Cc1ccccc1)C(=O)OCC,-19%
O=C1c2cccc3c2[C@@H](CCC3)CN1[C@@H]1CN2CCC1CC2,11%
C=C1C[C@@]23C[C@@]1(O)CC[C@@H]2[C@]12C=C[C@@H](O)[C@](C)(C(=O)O1)[C@@H]2[C@@H]3C(=O)O,19%[24.8 µM]
FC(F)(F)c1ccccc1-c1ccc2ncnc(NC3CC3)c2c1,4%
CC(=O)NCCNc1cc(-c2ccccc2C(F)(F)F)ncn1,-5%
CCOC(=O)CCN1C(=O)[C@H]2[C@H]3[C@H](O)[C@H](O)C/C(=N/OC/C=C(\C)CCC=C(C)C)[C@@H]3CC[C@@H]2C1=O,-8%[11.7 µM]
O=S1(=O)C2CC3CCC2(CN1Cc1cccc(F)c1)O3 (stereo not given),-2%
C=C(CCC12O[C@H](C(=O)O)[C@@](O)(C(=O)O)[C@](C(=O)O)(O1)[C@H](OC(=O)/C=C/[C@@H](C)C[C@@H](C)CC)[C@H]2O)[C@@H](OC(C)=O)[C@H](C)Cc1ccccc1,-3%
O=C(N/N=C1/C[C@@H](O)[C@@H](O)[C@@H]2[C@@H]3C(=O)N(C[C@@H]4CCCO4)C(=O)[C@H]3CC[C@@H]12)OCc1ccccc1,2%[11.7 µM]
CO[C@@H]1COC(=O)[C@H](C)NC(=O)C/C=C\[C@@H](C)[C@H](OC)COC(=O)[C@H](C)NC(=O)C/C=C\[C@H]1C,5%[11.7 µM]
C[C@H](C(=O)OCO/N=[N+](\[O-])N1CCCC1)c1cccc2ccccc12,?
O=C(Nc1ccccc1)N1CC[C@@]2(CCCN(C(=O)c3ccco3)C2)C1,1%
CC(C)C[C@H](NC(=O)[C@H](CC(C)C)NC(=O)[C@@H](Cc1c[nH]c2ccccc12)NC(=O)[C@H](Cc1ccccc1)NC(=O)[C@@H](Cc1c[nH]c2ccccc12)NC(=O)[C@H](CCC(N)=O)NC(=O)[C@H](CCC(N)=O)NC(=O)[C@@H]1CCCN1C(=O)[C@H](CCCCN)NC(=O)[C@@H]1CCCN1C(=O)[C@H](N)CCCN=C(N)N)C(N)=O,0%
CN(C)c1ncc2nc(CCc3ccccc3)c(=O)n(Cc3cccs3)c2n1,-8%
CC(=O)N1CCC2(CC1)CCN(C(=O)Nc1cccc(C#N)c1)CC2,19%
CCC(C)C(N)C(=O)NC(CC(N)=O)C(=O)NC(CC(C)C)C(=O)NC(CCCCN)C(=O)NC(C)C(=O)NC(CC(C)C)C(=O)NC(C)C(=O)NC(C)C(=O)NC(CC(C)C)C(=O)NC(C)C(=O)NC(CCCCN)C(=O)NC(CCCCN)C(=O)NC(C(=O)NC(CC(C)C)C(N)=O)C(C)CC (stereo not given),0%
CCC(=O)O[C@H](CC(=O)O)C[N+](C)(C)C,3%[24.8 µM]
CC(=O)Nc1ccc(S(=O)(=O)N2N=NC3C2C2CC4C3(CN(C(=O)OC(C)(C)C)S4(=O)=O)O2)cc1 (stereo not given),6%
CCNc1ncc2nc(-c3ccc(OC)cc3)c(=O)n(C[C@H]3CCCO3)c2n1,10%
C=C(C)C(=O)OCCOC(=O)C(=C)C,20%
N[C@H](C(=O)O)C(O)C(O)C(O)CO (stereo not given in full),-2%
C[C@@H]1CCN(C(=O)[C@H](CCCNC(=N)N)NS(=O)(=O)c2cccc3c2NC[C@H](C)C3)[C@@H](C(=O)O)C1,-7%
N#Cc1ccc(CS(=O)(=O)c2nnnn2-c2ccccc2)cc1,13%
COc1ccc(-c2nc3cnc(Oc4ccccc4)nc3n(CCC#N)c2=O)cc1,13%
CC1=CC(=O)C2C(C)(C)CCC[C@@]2(C)[C@@]1(O)CCc1ccoc1 (stereo not given in full),1%
CC(C)(C)c1cc(O)c(C(C)(C)C)cc1O,11%[24.8 µM]
Cc1nc2cnc(N3CCOCC3)nc2n(CCc2ccccc2)c1=O,-1%
CCOC(=O)OCC1OC(C#Cc2ccccc2)C=CC1OC(=O)OCC (stereo not given),-1%[11.7 µM]
O=C(O)CN(CCN(CC(=O)O)CC(=O)O)CC(=O)O,-3%&2%
COCCn1c(=O)c(-c2cccc(C#N)c2)nc2cnc(Nc3ccccc3)nc21,0%
CC1CCC2C(=O)N3C(CCC(C)C3c3ccccc3Br)C(=O)N2C1c1ccc(C#CCN(C)C)cc1 (stereo not given),-12%[11.7 µM]
C[Si](C)(C)O[Si](C)(C)C,-6%
COc1cc(O)c(C(=O)c2ccccc2)cc1S(=O)(=O)O,-4%
COc1ccc2c(c1)O[C@@H](c1ccc3c(c1)OCO3)[C@H](OC(=O)NCc1ccc3c(c1)OCO3)C2=O,1%
C=C1C2CC[C@@]3(C)C(c4ccoc4)OC(=O)C[C@@]13OC1CC(=O)C(C)(C)C(CC(=O)OC)[C@]12C (stereo not given in full),-11%
C=C1CCC(=O)C(C)CCC2C1CC2(C)C (stereo not given),-9%
COc1ccccc1NC(=O)Nc1nc(-c2cccnc2)nc2ccccc12,-9%&0%&0%
NCCCC[C@H](NC(=O)[C@@H](Cc1ccccc1)NC(=O)[C@H](Cc1c[nH]c2ccccc12)NC(=O)[C@@H](CCCCN)NC(=O)[C@@H](Cc1c[nH]c2ccccc12)NC(=O)[C@@H](N)Cc1cnc[nH]1)C(N)=O,-2%
CNc1ncnc2ccc(-c3ccccc3C#N)cc12,-8%
N=c1ccn2c(n1)O[C@@H]1[C@H](O)[C@H](CO)O[C@@H]12,13%[24.8 µM]
COc1ccc(CNc2ccnc(-c3cccc(NS(C)(=O)=O)c3)n2)c(OC)c1,27%
CO[C@@H]1COC(=O)[C@H](C)NC(=O)[C@@H](C)COC(=O)CCC[C@H]1C,11%[11.7 µM]
COc1cc(CNc2ncnc3ccc(-c4c(C)noc4C)cc23)cc(OC)c1OC,8%
CC(C)(C)N1C(=O)[C@H]2[C@@H]3[C@H](O)[C@H](O)CC(=O)[C@H]3CC[C@H]2C1=O,6%&16%[11.7 µM]
CCNc1ncc2nc(-c3ccc(F)cc3)c(=O)n(C)c2n1,-2%

# Reformatted with bars between the fields: 6 of the compounds above.
Molecule | Menin MLL FP TR
N=c1ccn2c(n1)O[C@@H]1[C@H](O)[C@H](CO)O[C@@H]12 | 13%[24.8 µM]
COc1ccc(CNc2ccnc(-c3cccc(NS(C)(=O)=O)c3)n2)c(OC)c1 | 27%
CO[C@@H]1COC(=O)[C@H](C)NC(=O)[C@@H](C)COC(=O)CCC[C@H]1C | 11%[11.7 µM]
COc1cc(CNc2ncnc3ccc(-c4c(C)noc4C)cc23)cc(OC)c1OC | 8%
CC(C)(C)N1C(=O)[C@H]2[C@@H]3[C@H](O)[C@H](O)CC(=O)[C@H]3CC[C@H]2C1=O | 6%&16%[11.7 µM]
CCNc1ncc2nc(-c3ccc(F)cc3)c(=O)n(C)c2n1 | -2%

# (more compounds)
SMILES,Menin MLL FP TR
CN(C)c1ncc2nc(-c3cccs3)c(=O)n(CCc3ccccc3)c2n1,1%
Cn1cccc1C(=O)N1CCC2(CC1)CN(C(c1ccccc1)c1ccccc1)C2,-14%
Cc1noc(C)c1-c1ccc2ncnc(NC(C)c3ccccc3)c2c1 (stereo not given),9%
COc1cccc([C@@H]2Oc3ccc(Br)cc3C(=O)[C@H]2OC(=O)N[C@H]2CCCc3ccccc32)c1,12%
COCCn1c(=O)c(-c2ccc(OC)cc2)nc2cnc(Oc3ccccc3)nc21,2%
CN(C)C(=O)c1ccc(-c2nccc(NCc3cccnc3)n2)cc1,-10%
NS(=O)(=O)c1cc2c(cc1Cl)N[C@@H](CC1CCCC1)NS2(=O)=O,1%[24.8 µM]
CCCCCCc1c(C[C@H](N)C(=O)O)o[nH]c1=O,15%&3%[24.8 µM]
COc1cccc(-c2cc(NCc3cccnc3)ncn2)c1,-1%
CC1CCC2C(=O)N3C(CCC(C)[C@@H]3c3cccc(N4CCOCC4)c3)C(=O)N2C1c1cccc(Br)c1 (stereo not given in full),-1%[11.7 µM]
Cc1cnc(CNc2ncncc2-c2ccccc2Cl)cn1,-4%
COc1ccc(Oc2ncc3nc(-c4cccc(C#N)c4)c(=O)n(Cc4cccc(OC)c4)c3n2)cc1,7%
CCSC[C@H](NC(=O)[C@H](C)N)C(=O)N[C@@H](CC(=O)O)C(=O)N[C@H](C(=O)N[C@@H](C)C(=O)N[C@H](C(=O)N[C@@H](CSCC)C(=O)N[C@H](C(=O)N[C@H](C(=O)N[C@@H](Cc1cnc[nH]1)C(=O)N[C@@H](CCCNC(=N)N)C(=O)N[C@@H](CC(C)C)C(=O)N[C@@H](C)C(=O)NCC(=O)N[C@@H](CC(C)C)C(=O)N[C@@H](CC(C)C)C(=O)N[C@@H](CO)C(=O)N[C@@H](CCCNC(=N)N)C(=O)N[C@@H](CO)C(=O)NCC(=O)NCC(=O)N[C@H](C(=O)N[C@H](C(=O)N[C@@H](CCCCN)C(=O)N[C@@H](CC(N)=O)C(=O)N[C@@H](CC(N)=O)C(=O)N[C@@H](Cc1ccccc1)C(=O)N[C@H](C(=O)N1CCC[C@H]1C(=O)N[C@H](C(=O)N[C@@H](CC(N)=O)C(=O)N[C@H](C(=O)NCC(=O)N[C@@H](CO)C(=O)N[C@@H](CCCCN)C(=O)N[C@@H](C)C(=O)N[C@@H](Cc1ccccc1)C(N)=O)C(C)C)[C@@H](C)O)C(C)C)C(C)C)C(C)C)[C@@H](C)O)C(C)C)[C@@H](C)O)[C@@H](C)O,3%
